SMARCA2 activ = SMARCA2 (BRM) function activators, primary screen, cell-based, luminescence, high throughput; MG213 cells, MMTV-luciferase reporter, dexamethasone, overnight; activation, % at 9.1 µM; 370,000 tested, 1% active; in the data active means activation above about 7.8%;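 further: 0% = vehicle wells and 100% = reference activator wells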
DAX1 inh-1 = DAX1 (NR0B1) inhibitors on StAR promoter, primary screen, cell-based, luminescence, SF-1 (NR5A1), full-length DAX-1; HEK293T StAR-luciferase reporter, SF-1/DAX-1 repression relief; inhibition, % at 6.8 µM; 370,000 tested, 1.1% active; AID 652010, 2013;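 active means inhibition above the mean over all tested compounds plus 3 SD, cut at about 3.6% in these data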;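 further: 0% = DAX-1 cells with DMSO and 100% = cells lacking DAX-1 with DMSO; higher inhibition means more luminescence from relief of DAX-1 repression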
ssDAF12 agonist = S. stercoralis DAF-12 nuclear receptor activators, primary screen, cell-based, luminescence, HEK293, GRIP1 co-expression, lit1-tk-luc; HEK293 ssDAF-12/GRIP1 lit1-tk-luc reporter; % of 3 µM dafachronic acid response; activation, % at 6.8 µM; 370,000 tested, 1% active; AID 652126, 2013;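 active means activation above the mean over all tested compounds plus 3 SD, cut at about 0.9% in these data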;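 further: 0% = DMSO-only wells and 100% = 3 µM delta7-dafachronic acid wells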
MBD2 inh = inhibitors of MBD2 binding to methylated DNA, primary screen, biochemical, TR-FRET, DNA-binding domain, human. Methyl-CpG-binding domain protein 2 (Homo sapiens), Q9UBB5. MBD2 binding to methylated oligonucleotide. 370,000 tested, 0.31% active. inhibition, % at 4.4 µM; in the data active means inhibition above about 13%
PLC-beta3 inh = human PLC-beta3 inhibitors, primary screen, biochemical, fluorescence. 370,000 tested, 0.18% active. inhibition, % at 12.2 µM. 1-phosphatidylinositol 4,5-bisphosphate phosphodiesterase beta-3 (Homo sapiens), Q01970. Purified PLC-beta3, fluorogenic substrate. AID 720704, 2013; in the data active means inhibition above about 11%;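 further: 0% = median of compound wells on plate and 100% = full blocker control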
NR1D1 modulator = modulators of Rev-erb alpha DNA binding, primary screen, biochemical, FITC-DNA, fluorescence polarization, uHTS; 370,000 tested, 0.79% active; Rev-erbα–FITC-DNA binding, 90 min; Nuclear receptor subfamily 1 group D member 1 (Homo sapiens), P20393; activity, % at 10 µM;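 active means activity above about 14%, limit read from the data; passing the limit was not always enough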;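 further: 0% = DMSO wells with 35 nM protein and 100% = DMSO wells with 750 nM protein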
hgDAF12 agonist = H. glycines DAF-12 receptor agonists, primary screen, cell-based, luminescence, HEK293, GAL4 fusion, UAS-luciferase; Nuclear hormone receptor DAF-12 (Heterodera glycines), GAL4 fusion; HEK293 GAL4-hgDAF12 UAS-luciferase reporter, agonist luminescence; normalized to butyrate control; activation, % at 6.8 µM; 370,000 tested, 1.8% active;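 active means activation above a cutoff set at the mean of all screened compounds plus 3 SD, cut at about 10% in these data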;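 further: 0% = DMSO wells and 100% = sodium butyrate wells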
PLC-gamma1 inh = PLC-gamma1 enzyme inhibitors, primary screen, biochemical, fluorescence, purified enzyme. fluorogenic substrate. inhibition, % at 12.2 µM. 1-phosphatidylinositol 4,5-bisphosphate phosphodiesterase gamma-1 (Homo sapiens), P19174. 370,000 tested, 0.84% active; in the data active means inhibition above about 9.5%
DAX1 inh-2 = DAX1 (NR0B1) inhibitors, primary screen, cell-based, HEK293, Gal4-DAX1, luciferase luminescence; 340,000 tested, 0.99% active; HEK293 Gal4-DAX1 luciferase reporter; AID 504766, 2011; Nuclear receptor subfamily 0 group B member 1 (Homo sapiens), P51843; inhibition, % at 6.75 µM;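 active means inhibition above the mean over all tested compounds plus 3 SD, cut at about 4.2% in these data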;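 further: 0% = DAX1-transfected cells with DMSO and 100% = empty-vector control cells with DMSO; inhibition shows as a rise in luminescence from relieved DAX1 repression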
Target sequence (P51843 207-470 limits assumed): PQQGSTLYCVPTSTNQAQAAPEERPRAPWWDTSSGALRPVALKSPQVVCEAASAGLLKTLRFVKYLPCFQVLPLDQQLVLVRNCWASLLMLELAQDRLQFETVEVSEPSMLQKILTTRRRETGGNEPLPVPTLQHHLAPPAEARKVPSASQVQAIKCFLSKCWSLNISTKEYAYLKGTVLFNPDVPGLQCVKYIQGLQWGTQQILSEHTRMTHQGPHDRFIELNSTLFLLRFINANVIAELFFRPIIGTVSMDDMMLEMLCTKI
ADAM17 inh = ADAM17 inhibitors, primary screen, biochemical, QFRET; Disintegrin and metalloproteinase domain-containing protein 17 (Homo sapiens), P78536; recombinant ADAM17, EDANS/DABCYL FRET peptide cleavage; inhibition, % at 6.95 µM; 370,000 tested, 0.83% active; AID 720648, 2013;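 active means inhibition above the mean of compounds lying between control limits plus 3 SD, set per campaign, cut at about 8.5% in these data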;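 further: 0% = DMSO-only wells as the low control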
Target sequence (P78536 215-824 limits assumed): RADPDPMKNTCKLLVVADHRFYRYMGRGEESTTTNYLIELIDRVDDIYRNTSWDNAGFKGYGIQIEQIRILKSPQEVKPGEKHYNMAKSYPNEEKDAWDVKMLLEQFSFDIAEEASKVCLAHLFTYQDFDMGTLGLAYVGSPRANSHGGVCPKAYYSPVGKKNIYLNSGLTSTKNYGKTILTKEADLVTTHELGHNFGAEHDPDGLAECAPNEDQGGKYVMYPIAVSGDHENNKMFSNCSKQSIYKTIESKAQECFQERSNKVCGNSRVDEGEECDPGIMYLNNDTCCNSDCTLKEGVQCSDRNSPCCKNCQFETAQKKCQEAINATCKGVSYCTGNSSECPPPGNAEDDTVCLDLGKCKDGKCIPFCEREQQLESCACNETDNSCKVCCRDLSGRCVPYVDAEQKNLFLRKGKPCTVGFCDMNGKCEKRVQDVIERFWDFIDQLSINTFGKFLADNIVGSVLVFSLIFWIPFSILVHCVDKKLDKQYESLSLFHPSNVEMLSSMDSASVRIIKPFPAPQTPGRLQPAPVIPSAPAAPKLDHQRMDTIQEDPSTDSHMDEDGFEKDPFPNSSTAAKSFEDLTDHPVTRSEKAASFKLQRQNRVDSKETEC
hcDAF12 agonist = H. contortus DAF-12 nuclear receptor activators, primary screen, cell-based, luminescence, HEK293, lit1-tk-luc reporter; HEK293 hcDAF-12 lit1-tk-luc reporter; 0% DMSO, 100% Δ7-dafachronic acid; activation, % at 6.8 µM; 370,000 tested, 1.4% active; AID 652067, 2013;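 active means activation above the mean of all tested compounds plus 3 SD, cut at about 5.5% in these data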;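 further: 100% = response to 3 µM Δ7-dafachronic acid high control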
An asterisk follows results filed as active; i = inactive; · = not tested or not shown.

SMILES	SMARCA2 activ	DAX1 inh-1	ssDAF12 agonist	MBD2 inh	PLC-beta3 inh	NR1D1 modulator	hgDAF12 agonist	PLC-gamma1 inh	DAX1 inh-2	ADAM17 inh	hcDAF12 agonist
O=C(CSc1ncnc2c1cnn2-c1ccc(F)cc1)NCC1CCCO1 (stereo not given)	-0.8	-0.2	-0.1	0.6	-8.7	7.2	2.3	-1.9	-0.7	-1.9	-1.3
Clc1cccc(C2CCN(Cc3nc(COc4ccccc4)no3)C2)c1 (stereo not given)	-4.5	-2.1	-1.0	2.1	-6.4	10.4	-2.9	-1.5	-0.6	-3.1	-0.2
O=C(O)c1cccc(NS(=O)(=O)c2ccc(Oc3ccc(S(=O)(=O)Nc4cccc(C(=O)O)c4)cc3)cc2)c1	-1.6	0.5	-1.6	1.0	-3.0	-4.2	-1.6	1.1	0.4	-2.9	-0.4
N#CCOc1coc(CN2CCN(c3ccccc3)CC2)cc1=O	4.3	0.3	-1.5	-7.8	-2.7	-2.5	0.6	4.2	-0.3	-2.3	-1.4
Cc1ccc(Cc2c[nH]c(=S)s2)cc1	2.4	-0.1	-0.5	-0.9	-0.2	-5.4	3.1	3.5	-1.8	5.5	-0.6
CSc1nc(-c2ccco2)nn1S(C)(=O)=O	0.1	0.4	-1.1	-0.7	3.0	-1.9	0.9	2.3	0.7	-4.2	-0.4
COc1ccc(NC(=O)N(C)[C@H]2C[C@H]3c4[nH]c5c(-c6ccccc6)cccc5c4CCN3C(=O)[C@H]2[C@H](C)O)cc1	0.1	-1.2	-0.8	-5.7	-123.6	1.9	-4.6	-99.7	·	-65.4	-2.0
O=[N+]([O-])c1ccc(Nc2ccccc2O)c2nonc12	-2.8	-1.0	-0.8	-30.9	-14.3	31.8*	-3.7	-1.9	-0.5	4.1	-0.2
CCOC(=O)N1CCC(n2c(SCC(=O)NCCC3=CCCCC3)nc3ccccc3c2=O)CC1	1.1	-0.9	-2.1	-2.4	3.9	4.8	-1.6	5.4	4.4*	1.7	-3.6
CCn1ncc(C2=NOC(C(=O)Nc3ccc(C)cc3)C2)c1C (stereo not given)	-5.2	-1.7	-0.7	0.8	-3.0	2.2	-3.0	-1.1	-0.6	5.7	-1.2
O=C(N/N=C/c1cc2c(cc1Br)OCO2)c1cccnc1	2.9	0.2	-1.5	-0.4	-30.0	-3.0	7.7	-22.6	1.7	-2.3	-0.6
Cc1cccc(-n2c(O)c(C=NC3CCS(=O)(=O)C3)c3ccccc3c2=O)c1 (stereo not given)	0.3	-0.9	-1.2	-0.8	-0.7	-0.6	-1.3	4.1	0.2	-2.9	1.1
COC(=O)c1ccc(SCC(=O)NCc2ccccc2)c([N+](=O)[O-])c1	-0.5	-0.2	-0.9	-2.9	-1.3	-3.5	-0.6	3.3	0.4	-2.9	-0.5
COc1cccc(-c2nc(CS(=O)CC(=O)NC3CCCCC3)c(C)o2)c1 (stereo not given)	-1.3	0.2	-1.4	3.6	-1.8	5.8	-2.3	-0.4	-0.2	-2.3	-0.1
COc1ccc(N2CCN(C(=O)COc3ncnc4ccccc34)CC2)cc1	-2.4	-0.1	-0.7	-0.3	-7.3	6.6	-1.9	-3.2	-0.5	-7.2	2.0
Cc1ccc(-n2ccnc(SCC(=O)NC3CCCC3)c2=O)cc1Cl	-1.9	-1.0	-0.4	2.5	-16.7	-1.9	-1.1	-7.9	-0.4	-7.6	-1.1
CC12COC3(C(=O)Nc4ccc(Cl)cn4)CC1CCC32C (stereo not given)	-0.8	-0.3	-1.1	-1.5	0.0	4.1	0.7	-0.3	-0.1	-3.2	-1.4
CN(C(=O)c1ccccn1)c1nnc(-c2cnccn2)s1	0.6	0.1	-1.4	-2.8	-22.5	4.1	-0.5	-17.1	2.8	-2.8	-1.5
Cc1cc(C)cc(N(CC(=O)N2CCN(c3ccccc3)CC2)S(=O)(=O)c2c(C)noc2C)c1	1.9	-0.5	-1.4	1.9	2.8	-2.2	-1.7	2.1	2.1	-0.1	-0.2
CSc1nc(C)cc(OCCO)n1	-2.6	-0.2	-1.2	2.2	-3.1	0.2	-1.7	-1.6	-0.2	-7.8	-0.1
CN1CCN(NC(=O)c2cccc(C(F)(F)F)c2)CC1	-1.7	0.4	-1.9	0.6	-2.4	0.0	0.9	1.4	-0.4	-3.3	0.3
COc1cccc(C(=O)NC2CCSC2=O)c1 (stereo not given)	1.8	-0.5	-1.3	0.5	6.4	3.7	-0.7	2.2	3.2	0.2	-1.2
Fc1ccccc1-c1nc(NCC2CC2)nc2ccsc12	-2.2	-0.7	-1.2	-2.0	-368.6	2.8	-0.2	-289.0	·	-238.3	0.4
O=S(=O)(c1ccccc1)N1CCN=C1SCc1ccccc1	0.6	0.5	-1.4	3.7	1.7	4.7	-4.1	1.5	-0.5	-0.5	-1.4
CN(c1ccccc1)S(=O)(=O)c1cccc(NC(=O)c2cccc(C#N)c2)c1	-1.8	-3.0	-1.5	3.5	-8.3	0.5	-5.9	4.8	-1.8	1.3	-3.1
Cc1ccc2nc(-c3ccc(NC(=O)C4CCCO4)cc3)[nH]c2c1 (stereo not given)	2.2	7.3*	0.5	-0.8	-12.1	-5.7	9.2	-8.2	-1.4	-19.4	7.7*
O=C(Nc1cccc(-c2cccc(Cl)c2)c1)C1CCN(Cc2ccccn2)CC1	-3.3	-5.5	-2.1	2.8	-13.5	3.5	-3.0	-4.9	-1.0	2.9	-3.1
CCCOc1ccc(C(C)=O)cc1Cc1c(O)nc(SC)[nH]c1=O	-2.9	-0.1	-0.8	3.0	-1.0	1.2	-0.2	7.6	2.1	5.3	-0.3
O=C(CCn1c(=O)c2sccc2n(CC(=O)NCc2ccco2)c1=O)NCc1ccccc1	-3.3	0.0	-1.3	0.3	-2.2	2.9	-0.1	1.0	0.1	-4.9	-0.5
CSc1ccccc1NC(=O)CNCCCN1CCOCC1	-0.3	-0.6	-0.2	2.4	2.9	-2.9	0.5	-0.1	-1.0	-1.9	-1.0
CCCn1c(=O)c(C(=O)NNC(=O)c2ccccc2Cl)c(O)c2ccccc21	-3.8	0.2	-0.5	12.0	-12.0	2.3	0.7	-4.7	0.9	-8.6	-2.2
COc1cc(OC)c2ccc(=O)oc2c1C(CCN1CCN(c2ccccc2)CC1)c1ccc(N(C)C)cc1 (stereo not given)	0.7	0.2	-1.2	-0.6	-6.5	-2.8	1.8	-6.0	-0.9	-2.4	-0.2
CCOC(=O)c1[nH]c(Cc2[nH]c(C(=O)OCC)c(C)c2CCC(=O)OC)c(CCC(=O)OC)c1C	-0.2	-0.7	-1.7	-4.0	-0.8	4.4	-2.1	-1.0	-0.6	1.4	-2.0
COC(=O)COC(=O)c1ccc(-n2nnnc2SC)cc1	0.8	-0.1	-1.6	2.0	1.3	-0.8	-1.5	-1.1	0.8	-2.4	-0.3
Cc1ccc(CNC(=O)C2CCN(C(=O)c3cccc(Cl)c3)CC2)cc1	-1.8	-0.2	-1.0	9.4	-6.7	-5.2	1.2	-0.7	-0.1	-2.4	-3.8
COC(=O)C1=CNC=C(C(=O)OC)C1c1cccc2ccccc12	-0.9	-0.2	-0.6	4.1	i	3.1	4.1	-384.6	-0.8	-443.9	0.2
CC(C)NC(=O)N(C)C[C@H]1Oc2c(NS(=O)(=O)c3cccs3)cccc2C(=O)N([C@H](C)CO)C[C@@H]1C	0.0	0.3	-1.3	0.3	-1.8	-4.9	-0.2	2.5	0.3	-6.9	-0.5
CCN(CC)CCNC(=O)NC1CCCCC1	-0.4	0.7	-1.7	0.5	0.8	-5.6	4.0	2.6	1.4	-0.3	-0.6
CC(C)(C)c1ccc(S(=O)(=O)N2CCC(C(=O)NCc3cccs3)CC2)cc1	-4.8	0.1	-0.8	-4.9	-1.3	-2.9	-0.4	-1.6	·	-5.2	-1.5
COc1ccc(OC)c(N=C2SCCCN2C(=O)c2ccc(N3C(=O)CCC3=O)cc2)c1	1.5	0.0	-0.8	1.4	2.8	-9.1	0.9	1.3	·	0.7	0.1
CC(C)c1onc(C(=O)NC2CCCCC2)c1[N+](=O)[O-]	-1.3	-0.3	-0.9	5.8	-3.6	-2.4	1.4	2.1	0.9	-3.5	-0.3
CCOc1ccc(CCN2C(=O)C(=O)N([C@@H](Cc3ccccc3)CN3CCC[C@H]3CN3C(=O)C(=O)NC[C@@H]3Cc3ccccc3)C[C@@H]2CC(C)C)cc1	-2.1	-0.7	-1.1	3.2	3.3	1.9	-1.0	1.9	·	2.6	-1.4
CCc1ccccc1N(C(=O)c1snc(C(N)=O)c1N)C(C(=O)NCC1CCCO1)c1ccc(C)o1 (stereo not given)	0.6	0.1	-1.3	-3.9	-159.1	-0.6	2.2	-90.1	-2.5	-139.3	-4.2
Nc1c(N(CCC2=CCCCC2)C(=O)c2ccccc2F)c(=O)[nH]c(=O)n1Cc1ccccc1	-2.9	-0.6	-0.2	-7.1	-8.0	-0.4	0.7	-2.1	0.7	-5.7	-0.5
Cc1ccc(NC(=O)COC(=O)/C(=C/c2cccs2)c2cccs2)cc1S(=O)(=O)N(C)C	-2.5	-0.5	-1.7	-2.1	1.9	-0.2	-3.0	4.7	-2.7	15.3*	-1.3
CCn1c(SCC(=O)NCC(=O)Nc2ccc(F)cc2)nnc1-c1cccs1	-1.3	-0.7	-1.8	-0.9	1.4	1.1	-2.6	-2.7	-0.3	-3.0	-0.5
O=C(Nc1nc2c(s1)CCCC2)c1nn(Cc2ccccc2)c(=O)c2ccccc12	-0.9	-0.7	-1.1	3.2	1.6	0.1	0.6	1.5	1.6	-1.2	-1.9

Entries listed above printed as active in DAX1 inh-1:
| structure | SMARCA2 activ | DAX1 inh-1 | ssDAF12 agonist | MBD2 inh | PLC-beta3 inh | NR1D1 modulator | PLC-gamma1 inh | DAX1 inh-2 | ADAM17 inh | hcDAF12 agonist |
| --- | --- | --- | --- | --- | --- | --- | --- | --- | --- | --- |
| Cc1ccc2nc(-c3ccc(NC(=O)C4CCCO4)cc3)[nH]c2c1 (stereo not given) | 2.2 | 7.3* | 0.5 | -0.8 | -12.1 | -5.7 | -8.2 | -1.4 | -19.4 | 7.7* |

Source: PubChem
